Compound activity deposited in PubChem BioAssay by National Center for Advancing Translational Sciences (NCATS).
BRCA1 expr act – increases BRCA1 expression; MCF7-BRCA1-FFLuc reporter, luminescence, 48 h; response scale: scaled: vehicle 0%, 10 µM genistein 100%; Potency, µM (series often up to 46.1 µM), for the others: at the highest dose activation, most hits filed as activators; 1.1% of 380,000 active; note: potency is the fitted concentration of half-maximal effect; nearly all actives have a fitted effect of over 80% in size; some results filed as inactive show a strong effect at the top dose
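Luminescence from a BRCA1-driven firefly luciferase in MCF7 cells was the read-out, taken 15 min after substrate addition following 48 h compound exposure at 37 °C. Data were normalized to a 10 microM genistein control and DMSO vehicle.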
USP2a block – USP2a (human) protease inhibition. Potency, µM (doses to about 38.3 µM), for inactives: top-dose activity change, negative = inhibition, usual class: inhibitors. 0.01% of 330,000 active. USP2 core, Ub-CHOP2 coupled fluorogenic reporter, 485/531. O75604;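 note: potency is the fitted concentration of half-maximal effect; plate controls were DMSO wells for no effect and full inhibition by NEM control for full effect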
Target sequence (O75604 whole entry, looked up): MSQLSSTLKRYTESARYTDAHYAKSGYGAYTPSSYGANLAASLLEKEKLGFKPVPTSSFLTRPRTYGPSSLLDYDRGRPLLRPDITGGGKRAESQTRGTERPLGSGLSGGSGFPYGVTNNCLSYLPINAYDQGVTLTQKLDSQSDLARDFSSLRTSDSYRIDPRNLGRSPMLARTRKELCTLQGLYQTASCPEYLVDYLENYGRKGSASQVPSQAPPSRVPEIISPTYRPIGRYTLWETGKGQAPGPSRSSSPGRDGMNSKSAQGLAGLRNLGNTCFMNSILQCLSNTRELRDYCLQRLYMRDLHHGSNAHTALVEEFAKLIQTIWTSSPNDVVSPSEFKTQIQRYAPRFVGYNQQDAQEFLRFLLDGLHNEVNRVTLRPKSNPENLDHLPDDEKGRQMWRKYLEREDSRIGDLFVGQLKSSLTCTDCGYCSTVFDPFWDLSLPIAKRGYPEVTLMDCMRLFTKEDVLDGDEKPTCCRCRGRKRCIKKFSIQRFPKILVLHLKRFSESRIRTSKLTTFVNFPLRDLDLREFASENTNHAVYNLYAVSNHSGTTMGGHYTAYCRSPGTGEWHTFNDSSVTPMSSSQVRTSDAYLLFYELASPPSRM
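Cell-free coupled assay: 10nM USP2 core preincubated 30min RT with compound in Tris-HCl pH 8.0/CaCl2/CHAPS buffer, then 25nM Ub-CHOP2 and 25nM reporter substrate; fluorescence (Ex 485/Em 531) read after 60min RT, normalized to NEM inhibition, concentration-response curves fitted.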
ELG1 genotoxic – induces genotoxicity in HEK293T cells with luciferase-tagged ELG1; Potency, µM (titrated, usually from 46 µM), without a hit: top-dose activity change, positive = activation, hits mostly activators; HEK293T ELG1-luciferase reporter, luminescence, 16 h; 1.3% of 330,000 active; AID 504466; note: potency is the fitted concentration of half-maximal effect; % of control where 0% means no effect; nearly all actives have a fitted effect of over 60% in size
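Cells (2,000/well) expressing the ELG1-luciferase fusion are dosed by pin tool and kept 16 hr at 37 °C, 5% CO2. Signal comes from ONE-Glo luciferase reagent after 30 min at room temperature.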
S-ASM inh – inhibitors of human secretory acid sphingomyelinase; Potency, µM (titrated, usually from 57.5 µM), inactives show top-dose activity change, negative = inhibition, most hits filed as inhibitors; 0.006% of 340,000 active; P17405; AID 504937; placental ASM, HMU-PC fluorogenic substrate, 60 min; note: potency is the fitted concentration of half-maximal effect
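Fluorogenic HMU-PC substrate (9 uM final) is turned over by placental ASM in 60 min at 37 C after a 10 min compound preincubation. Reaction ended by alkaline stop (pH 10), with fluorescence read at 386/447 nm.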
uPA surface inh – blocks generation of uPA at the cell surface | Potency, µM (highest dose often 38.3 µM), for the others: top-dose activity change, negative = inhibition, most hits filed as inhibitors | 0.31% of 330,000 active | cell surface uPA generation assay, qHTS; active = well fitted inhibition curve with a large enough effect; inconclusive = small, poorly fitted or top-dose-only effect; inactive = no such curve, though single readings can be large or run the other way; tested in mouse RAW 264.7 cells; note: potency is the fitted concentration of half-maximal effect; % is set by controls: 0 for no effect and ±100 for the full control effect; nearly all actives have a fitted effect of over 55% in size
Integrin act MD – activates integrin-mediated alleviation for muscular dystrophy. alpha7betagal myoblasts, beta-gal FDG fluorescence, 48 h. Potency, µM (doses to about 38.3 µM), for inactives: top-dose activation, usual class: activators. 0.064% of 350,000 active;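 note: potency is the fitted concentration of half-maximal effect; 100% = response of the positive control SU9516; nearly all actives have a fitted effect of over 60% in size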
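Alpha7betagal+/- myoblasts (passage 13) were plated 16-24 hr, then exposed to compounds (1:260 dilution of DMSO stock) for 48 hours at 37C. After MPER lysis, β-galactosidase reporter activity was read as FDG fluorescence (ex 480/em 540) after 30 minutes.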
TSG101-PTAP inh – blocks PTAP/TSG101 interaction to inhibit HIV-1 budding. Q99816. Fluorescence polarization, FITC-PTAP peptide / Tsg101 binding. Potency, µM (highest dose often 115 µM), without a hit: top-dose activity change, negative = inhibition, usual class: inhibitors. 340,000 tested, under 10 active. AID 493005; active = well fitted inhibition curve with a large enough effect in the main read-out, with a control signal flat, not every such curve was filed as active; inconclusive = small, poorly fitted or top-dose-only effect, or effect the other way, or a change in a side signal; inactive = no such curve, though single readings can be large or run the other way; note: potency is the fitted concentration of half-maximal effect; % of control where 0% means no effect
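Tsg101 binding domain (10 uM final) was mixed with compound and a FITC-labeled PTAP peptide (50 nM final) in HEPES pH 7.5 buffer with NaCl, Tween 20, EDTA and TCEP; fluorescence polarization was read after 20 min at r.t.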
Eya2 inh – inhibitors of human Eya2 phosphatase activity; O00167; recombinant Eya2, OMFP fluorescence dephosphorylation (OMFP is methylfluorescein phosphate); Potency, µM (top dose mostly 76.9 µM), for inactives: at the highest dose activity, negative = inhibition, hits mostly inhibitors; 0.006% of 330,000 active; AID 488837; note: potency is the fitted concentration of half-maximal effect; % is set by controls: 0 for no effect and ±100 for the full control effect
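Eya2 protein (added as 0.2 uM solution) was preincubated with compound for 10 min at ambient temperature in 50 mM HEPES pH 7.5, 50 mM NaCl, 5 uM MgCl2, 0.05% BSA, 1 mM DTT. OMFP (added at 50 uM) then reacted 10 min; fluorescence read at 485/525 nm.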
p53 reactivator – re-activators of mutant p53 | H1299 p53-A138V BP100-luciferase reporter, luminescence, 24 h | Potency, µM (highest dose often 92.2 µM), for the others: at the top dose activity change, positive = activation, hits mostly activators | 0.063% of 320,000 active | AID 504706; note: potency is the fitted concentration of half-maximal effect; % of control where 0% means no effect; nearly all actives have a fitted effect of over 45% in size
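p53-null H1299 cells stably carrying temperature-sensitive p53-A138V and a BP100-luciferase reporter were pinned with compounds (4-point, 1:5 series) and held 24 hrs at 37 deg C. Luminescence was read 10 min after detection reagent.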
TRPV1 agonist – agonists of human vanilloid receptor 1 (TRPV1) | 0.19% of 320,000 active | Q8NER1 | TRPV1-expressing cells, Fluo-8 calcium influx, agonist mode | activation, % at 8.33 µM; in the data active = activation above about 80%; inconclusive = between about 30% and that limit; note: 0% is about no effect
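Cells expressing TRPV1 were dye-loaded with Fluo-8 and read kinetically: 10 s baseline, 3 min after compound (agonist portion), then 2 min after EC20 capsaicin (allosteric enhancer portion). Calcium-bound dye fluorescence at 480/520 nm.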
B2AR arrestin – agonists driving beta-arrestin recruitment to human beta2-adrenergic receptor. P07550. beta-arrestin recruitment to beta2AR, cell-based reporter. Potency, µM (top dose mostly 46.1 µM), inactives show at the highest dose activation, hits mostly activators. 0.02% of 330,000 active;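 note: potency is the fitted concentration of half-maximal effect; 0% = DMSO controls and full agonism = EC100 isoproterenol or metaproterenol; nearly all actives have a fitted effect of over 65% in size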
Target sequence (P07550 whole entry, looked up): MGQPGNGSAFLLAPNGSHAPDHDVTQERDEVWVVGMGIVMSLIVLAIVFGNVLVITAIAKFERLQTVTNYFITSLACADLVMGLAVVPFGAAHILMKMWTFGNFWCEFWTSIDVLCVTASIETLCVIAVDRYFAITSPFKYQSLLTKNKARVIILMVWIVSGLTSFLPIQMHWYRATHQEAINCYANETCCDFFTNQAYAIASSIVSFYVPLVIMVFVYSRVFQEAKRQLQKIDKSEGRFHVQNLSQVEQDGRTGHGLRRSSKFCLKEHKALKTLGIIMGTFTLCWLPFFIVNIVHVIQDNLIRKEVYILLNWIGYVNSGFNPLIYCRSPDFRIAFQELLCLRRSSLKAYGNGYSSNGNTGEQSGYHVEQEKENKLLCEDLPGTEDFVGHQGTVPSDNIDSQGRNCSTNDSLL
* = called active by the depositor; ? = inconclusive; nt = not tested or not shown; [ ] = another dose, or the depositor's remark. Unless noted, calls come from the whole dose curve; as a rule, active = well fitted curve in the direction sought with a large enough effect; inconclusive = small, poorly fitted or top-dose-only effect, or another doubt; inactive = no such curve, though single readings can be large; an effect the other way counts as inactive or inconclusive. The order is random; 2.6% or so of the library scored in one or more.

SMILES	BRCA1 expr act	USP2a block	ELG1 genotoxic	S-ASM inh	uPA surface inh	Integrin act MD	TSG101-PTAP inh	Eya2 inh	p53 reactivator	TRPV1 agonist	B2AR arrestin
O=C(CCn1cccn1)Nc1ccc(-c2ccno2)cc1	64%	-1%	11%	1%	2%	16%	-4%	-22%	?	-2	0.1%
CC1=C(C(=O)N(C)C)C(c2ccc(N3CCOCC3)cc2)NC(=O)N1 (configuration not stated)	-20%	-2%	-2%	-1%	-5%	22%	-1%	16%	-2%	0	0.0%
O=c1[nH]c(C2CCCN(S(=O)(=O)c3ccccc3Cl)C2)nc2c1nnn2Cc1ccc2c(c1)OCCO2 (configuration not stated)	-19%	-5%	6%	-8%	20%	30%	-2%	0%	-8%	0	0.2%
O=C(Cc1ccc(S(=O)(=O)N2CCOCC2)s1)Nc1cc(Cl)ccc1Cl	-6%	-4%	-3%	-3%	1%	-10%	5%	6%	2%	2	0.2%
CCN(CC)CCN1C(=O)C(O)=C(C(=O)c2cccs2)C1c1ccc(C)o1 (configuration not stated)	6%	1%	16%	-1%	-7%	-2%	-2%	0%	?	1	0.2%
O=C(/C=C/c1ccc(F)cc1)NCCCn1ccnc1	-20%	1%	1%	2%	8%	-15%	-4%	-5%	4%	7	-0.5%
O=C(COC(=O)c1cc(-c2cccnc2)nc2ccccc12)Nc1ccc(F)cc1F	-23%	2%	0%	-5%	-2%	-5%	-7%	2%	-12%	14	-0.4%
COc1cccc(N(C(=O)CNC(=O)c2ccco2)C(C(=O)NC2CCCCC2)c2cccnc2)c1 (configuration not stated)	-15%	1%	-1%	-1%	-1%	20%	-1%	-5%	0%	5	-1.7%
CCOC(=O)Cc1csc(NS(=O)(=O)c2ccc(Br)cc2)n1	-5%	-1%	1%	0%	-2%	31%	-7%	2%	-1%	0	0.3%
Cc1cccc(-n2c(C)cc(/C=N/n3cnnc3)c2C)c1	-31%	3%	-8%	-2%	-4%	1%	-6%	-12%	-14%	10	-0.6%
Cc1ccccc1OCC(=O)NC(=S)Nc1cccc2cc(O)ccc12	-20%	0%	0%	-9%	-6%	?	-6%	1%	-2%	-3	0.0%
COc1ccc(CCNCC(=O)Nc2ccc(C)c(S(=O)(=O)N(C)C)c2)cc1OC	0%	8%	-1%	-1%	8%	16%	-8%	-1%	-2%	nt	-0.2%
COc1cc(Cl)c(C)cc1NC(=O)Cc1ccc(OC)c(OC)c1	-4%	0%	-5%	-1%	6%	-15%	1%	-12%	-5%	89*	0.0%
CC(C)(/C=N/NC(=O)CSCc1ccccc1Cl)CCC#N	3%	3%	-2%	3%	4%	?	-1%	0%	13%	16	7.7%
N#CCCCSc1ncccc1-c1nc2ccccc2[nH]1	-33%	0%	15%	6%	nt	-15%[7.66 µM]	-4%	-22%	?	0	-0.7%
COc1ccc(OC)c(NC(=O)Nc2ccccc2C)c1	-16%	-2%	2%	-9%	4%	11%	-4%	1%	1%	6	-0.5%
O=C(CCc1ccccc1)NNc1cc(N2CCCCC2)nc(N2CCCCC2)n1	5%	2%	-3%	-3%	-1%	-19%	-2%	17%	10%	?	0.2%
COc1ccc(C(=O)NNC(=O)C(C)NC(=O)c2ccccc2NC(=O)c2ccco2)cc1 (configuration not stated)	-19%	2%	2%	-1%	4%	11%	-3%	-2%	0%	2	-1.1%
O=C(NCc1ccccn1)C(=O)NCC(c1ccco1)N1CCN(c2ccc(F)cc2)CC1 (configuration not stated)	7%	4%	-4%	4%	-3%	?	-2%	10%	3%	5	0.1%
Cc1cccc(-n2ncc3c(N4CCCc5ccccc54)ncnc32)c1	-19%	2%	2.3µM*	-9%	nt	8%[7.66 µM]	-2%	15%	?	3	-1.0%
CCSc1nnc(Nc2ccccc2)s1	11µM*	2%	?	-2%	-9%	-15%	-2%	1%	?	?	-0.1%
CC(=O)Nc1ccc(S(=O)(=O)N2CCC(n3cnc4cc(F)ccc43)CC2)cc1	-7%	1%	-12%	-1%	7%	4%	-6%	9%	-3%	1	0.6%
Cc1cc(N(C)C)nc(SC(C)C)n1	-2%	-2%	-1%	0%	-2%	7%	-1%	11%	1%	-1	0.0%
COc1ccc(NS(=O)(=O)c2cc(NC(=O)/C=C/c3cccs3)ccc2N2CCOCC2)cc1	-30%	-1%	0%	-18%	-7%	17%	0%	-16%	-15%	-3	-0.8%
O=C(CCCCCN1C(=O)c2ccccc2C1=O)Nc1ccc(S(=O)(=O)N2CCCCC2)cc1	-52%	-2%	-10%	-5%	-1%	0%	-7%	2%	8%	-1	-0.8%
COc1ccc(CCNC(=O)c2ccc(CNc3nc(=S)[nH]c4ccccc34)cc2)cc1OC	-30%	2%	-17%	0%	0%	-31%[inhibitor]	0%	21%	-3%	-1	-1.0%
O=c1c2c([nH]n1-c1ccccc1)CCCC2	3%	-2%	-1%	2%	-1%	-8%	0%	-6%	0%	0	0.1%
Cc1cccc(NC(=S)NCc2cccn2C)c1	-2%	2%	3%	32%	nt	-17%	-7%	6%	1%	2	0.0%
O=C(NNc1cccc(Cl)n1)C(F)(F)F	-12%	12%	16%	1%	7%	9%	0%	-8%	9%	-3	0.2%
C=CCOc1ccc(Br)cc1CNC(C)(C)CO	1%	9%	-6%	3%	5%	-16%	-1%	-1%	10%	0	0.2%
CCOC(=O)c1sc(NS(=O)(=O)c2ccccc2Cl)nc1C	6%	4%	6%	0%	0%	0%	-10%	-30%	-5%	0	0.0%
Cc1ccc(Sc2ccc(S(=O)(=O)Nc3ccc(C(=O)O)cc3)cc2)cc1C	0%	0%	3%	-1%	13%	-1%	-4%	9%	1%	nt	0.0%
COc1ccccc1NC(=O)CSc1nncn1N	0%	2%	-1%	-2%	-1%	9%	1%	15%	3%	-6	-0.2%
Nc1nc(SCC(=O)c2ccc(Br)s2)n[nH]1	-3%	0%	0%	-1%	1%	16%	-3%	-5%	0%	?	0.4%
CN(C(=O)c1ccc2c(=O)n3c(nc2c1)CCCCC3)c1ccccc1	-3%	-2%	2%	2%	-8%	-19%	0%	6%	0%	1	0.0%
CN1CCN(c2nc(-c3ccco3)cc(C(F)(F)F)n2)CC1	6%	0%	0%	2%	nt	2%[7.66 µM]	-11%	-18%	2%	10	3.2%
Cc1noc(C)c1C(=O)Nc1nc2ccc(Cl)cc2s1	?	0%	?	-4%	-19%	4%	-5%	-2%	4%	9	0.1%
O=C(Nc1ccc(NC(=O)c2ccco2)cc1)c1ccc2c(c1)OCCO2	-27%	3%	?	-2%	-1%	17%	0%	-26%	4%	-2	0.2%
Cc1ccc(Cl)cc1NC(C#N)c1ccccc1 (configuration not stated)	-12%	-1%	2%	-4%	1%	-14%	-3%	-5%	0%	2	-0.3%
Cn1nccc1C(=O)NC1CC(C)(C)Cc2c1cnn2-c1ccc(F)cc1 (configuration not stated)	24%	0%	-4%	-5%	-5%	-39%	-2%	10%	-6%	?	-1.4%
COC(=O)c1cc(NC2c3ccccc3C(=O)N2c2ccc(Cl)cn2)cc(C(=O)OC)c1 (configuration not stated)	?	-1%	1%	-2%	0%	-13%	-4%	-13%	12%	6	-0.5%
CC(=O)c1cccc(NC(=O)COc2nsnc2N2CCOCC2)c1	5%	1%	2%	4%	5%	22%	-7%	4%	7%	5	-0.3%
N[C@@H](Cc1ccc(O)cc1)C(=O)Nc1ccc2ccccc2c1	46%	0%	6%	-1%	0%	1%	-8%	1%	?	?	1.0%
CCOC(=O)c1ccc(NC(=O)C(=O)NCC2(c3ccc(OC)cc3)CCOCC2)cc1	-34%	-5%	-5%	-7%	-14%	2%	-6%	-15%	1%	0	-0.7%
CN(C)c1ncc(S(=O)(=O)c2ccccc2)c(N)n1	7%	0%	2%	1%	2%	17%	0%	7%	6%	5	-0.5%
O=C1NC(=O)C2(CCc3ccccc32)N1 (configuration not stated)	10%	0%	1%	0%	-3%	16%	-5%	8%	1%	1	-0.4%
CCOC(=O)CCCCCN1C(=O)c2cccc3cccc(c23)C1=O	-2%	0%	1%	-12%	-19%	26%	-5%	-12%	nt	2	-0.4%
Cc1cccc(NC(=O)CSCC(=O)Nc2ccccc2C(=O)NC2CC2)c1	-3%	0%	0%	-4%	2%	3%	0%	13%	0%	0	-0.9%
